# Compound activity (PubChem BioAssay)
# D3 ag: D3 dopamine receptor (human) agonism; P35462; D3R DiscoveRx beta-arrestin cells, luminescence, 90 min; max activation, %; 0.58% of 410,000 active; in the data active = max activation above about 30%; note: 0% is about no effect; mostly tested at two doses, the higher about 12 µM
#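 Cells at 1500/well, incubated overnight, then treated with pinned compounds (dopamine as control) for 90 min at 37 degrees C. DiscoveRx reagent added for 30 - 60 minutes at room temperature; luminescence read.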
# GLP1R inv ag: GLP-1 receptor (human) inverse agonism; P43220; 1.6% of 410,000 active; AID 624417; HEK293 GLP-1R CRE-luciferase, luminescence, 24 h; GLP-1R form is constitutively active; Potency, µM (highest dose often 38.3 µM), for the others: at the highest dose activity change, negative = inhibition, hits mostly inhibitors; note: potency is the fitted concentration of half-maximal effect; % is set by controls: 0 for no effect and ±100 for the full control effect; nearly all actives have a fitted effect of over 55% in size
# Target sequence (P43220 whole entry, looked up): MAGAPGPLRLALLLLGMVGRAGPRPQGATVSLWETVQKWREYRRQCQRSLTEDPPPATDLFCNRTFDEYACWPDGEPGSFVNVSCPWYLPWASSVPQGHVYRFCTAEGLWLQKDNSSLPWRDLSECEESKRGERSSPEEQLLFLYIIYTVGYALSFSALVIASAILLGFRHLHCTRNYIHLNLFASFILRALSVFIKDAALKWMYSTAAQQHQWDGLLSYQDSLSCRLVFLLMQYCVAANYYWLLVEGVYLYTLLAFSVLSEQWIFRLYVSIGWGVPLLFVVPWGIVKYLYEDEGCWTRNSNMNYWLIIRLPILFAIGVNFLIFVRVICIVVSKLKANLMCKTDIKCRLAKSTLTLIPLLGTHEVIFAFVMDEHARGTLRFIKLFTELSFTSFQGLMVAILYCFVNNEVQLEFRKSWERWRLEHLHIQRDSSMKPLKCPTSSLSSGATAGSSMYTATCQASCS
#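 Constitutively active GLP-1R drives a cAMP-responsive luciferase in stably transfected HEK293 cells; test compounds are added after overnight (12 h) attachment and left 24 hr, and signal loss in luminescence marks inhibition.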
# GLP1R cytotox: cytotoxicity counter-screen for GLP-1 receptor inverse agonists. HEK293 cAMP-luciferase reporter cells, luminescence, 24 h. Potency, µM (series often up to 38.3 µM), without a hit: at the highest dose activity change, negative = inhibition, most hits filed as inhibitors. 0.13% of 410,000 active;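 note: loss of luciferase light is scored as toxicity; potency is the fitted concentration of half-maximal effect; % is set by controls: 0 for no effect and ±100 for the full control effect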
#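 Step one: seed cells (200 cells/uL, DMEM with 10% Nu serum, 1% pen-strep). Step two: 12-hour incubation at 37 deg C. Step three: pin 23 nL compound, incubate 24 hr. Step four: add luciferase reagent, read luminescence 12 min later.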
# IL2 activator: IL-2 activation | IL-2 activation reporter assay, cell-based qHTS; stimulated with anti-CD3/CD4/CD28 beads; in transgenic mouse T cells | activation, % (series mostly up to about 46 µM) | 0.065% of 360,000 active | AID 652025; in the data active = activation above about 50%; inconclusive = mostly about 30% to 49%; note: 0% is about no effect
#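 Quantitative HTS in unstimulated transgenic mouse T cells, with memory T cells as non-tolerant control and PMA/ionomycin as tolerance-bypass control. Compound pretreatment lasted 60 minutes before 18 h bead stimulation; EGFP/DsRed fluorescence read.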
# PI5P4Ka inh: PI5P4K alpha (human) kinase inhibition. PI5P4Kalpha enzyme, ADP-Glo luminescence, 60 min; active compounds read low. max response, %. 1.2% of 330,000 active. AID 652105; active = max response of -50% or lower; inconclusive = between -30% and -50%; inactive = -30% or higher; note: value at the top dose of about 77 µM; % is set by controls: 0 for no effect and ±100 for the full control effect
# Target sequence (P48426 whole entry, looked up): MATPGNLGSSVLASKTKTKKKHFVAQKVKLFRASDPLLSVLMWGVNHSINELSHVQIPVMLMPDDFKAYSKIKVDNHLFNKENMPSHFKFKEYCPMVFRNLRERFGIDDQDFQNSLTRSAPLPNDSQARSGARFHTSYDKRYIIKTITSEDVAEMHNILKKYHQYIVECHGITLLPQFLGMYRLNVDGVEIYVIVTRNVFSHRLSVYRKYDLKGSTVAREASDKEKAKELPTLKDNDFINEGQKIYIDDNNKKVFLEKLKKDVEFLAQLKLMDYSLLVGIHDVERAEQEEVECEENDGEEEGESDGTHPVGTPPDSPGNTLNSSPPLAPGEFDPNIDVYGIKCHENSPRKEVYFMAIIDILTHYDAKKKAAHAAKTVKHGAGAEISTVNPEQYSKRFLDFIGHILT
#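 ADP-Glo luminescence end-point read after a 60 min room-temperature kinase reaction of PI5P4Kalpha plus substrate, initiated with ATP at 5 microM final. Buffer: 0.038 M HEPES pH 7.4, EGTA, 0.1% CHAPS, 5% DMSO.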
# GLP-1R agonist: GLP-1 receptor (human) agonism | P43220 | 0.007% of 380,000 active | Potency, µM (doses to about 45.6 µM), for the others: top-dose activation, hits mostly activators | HEK293 GLP-1R CRE-luciferase, luminescence, 4-6 h; cells express a hypersensitive GLP-1R form | AID 624172; note: potency is the fitted concentration of half-maximal effect; % of control where 0% means no effect
# DRD3 antagonist: blocks the human D3 dopamine receptor. P35462. D3R cells, DiscoveRx beta-arrestin luminescence, antagonist mode; active compounds read low. 2.5% of 360,000 active. AID 652054. max response, negative = inhibition, %; in the data active = max response below about -50%; inconclusive = no clear call, values can overlap the other calls; note: % is set by controls: 0 for no effect and ±100 for the full control effect; mostly tested at two doses, the higher about 12 µM
#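 Cells expressing the human receptor were seeded at 1500 cells/well, incubated overnight at 37 degrees C in 5% CO2, then exposed to library compounds with dopamine controls for 90 minutes at 37 degrees C before luminescent detection.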
# PLK1 PBD block: PLK1 (human) polo-box domain binding inhibition; Plk1 PBD binding of FITC phosphopeptide, fluorescence polarization; Potency, µM, without a hit: max response, negative = inhibition, actives largely listed as inhibitors; 2.8% of 360,000 active; AID 720504; note: potency is the fitted concentration of half-maximal effect; series mostly up to about 57 µM; % is set by controls: 0 for no effect and ±100 for the full control effect; nearly all actives have a fitted effect of over 65% in size
# WRN inhibitor: WRN helicase (human) inhibition; Q14191; WRN helicase unwinding, fluorescent forked duplex, kinetic; Potency, µM (titrated, usually from 114 µM), for the others: at the highest dose activity change, negative = inhibition, actives largely listed as inhibitors; 0.46% of 360,000 active; AID 651768; note: potency is the fitted concentration of half-maximal effect; % is set by controls: 0 for no effect and ±100 for the full control effect; nearly all actives have a fitted effect of over 55% in size
#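 WRN at 20 nM final preincubated with compound 15 min at room temperature; reaction started with 100 nM fluorophore/quencher forked duplex oligonucleotide and 2 mM ATP final. Unwinding followed kinetically by red fluorescence (ex 525, em 598 nm).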
# Numbers without * were called inactive; ? = inconclusive; . = not tested or not shown; & = joins results of further samples; [ ] = another dose, or the depositor's remark. Unless noted, calls come from the whole dose curve; as a rule, active = well fitted curve in the direction sought with a large enough effect; inconclusive = small, poorly fitted or top-dose-only effect, or another doubt; inactive = no such curve, though single readings can be large; an effect the other way counts as inactive or inconclusive. Hits appear at their usual frequency; 7.8% or so of the library scored in one or more.
SMILES,D3 ag,GLP1R inv ag,GLP1R cytotox,IL2 activator,PI5P4Ka inh,GLP-1R agonist,DRD3 antagonist,PLK1 PBD block,WRN inhibitor
COc1cccc(C(=O)NC2CCCc3c2cnn3-c2ccc(C)c(C)c2)c1OC (stereo unspecified),1,?,-5%,-3.2,0,8%,0,1%,-2%
Cc1ccc(OCc2ccc(C(=O)Nc3nccs3)o2)cc1C,-5,-18%,-3%,-2.2,-3,-2%,?,-10%,-4%
Cc1nn(-c2ccc(N3CCOCC3)nn2)c(C)c1CCC(=O)NCc1ccc(F)cc1,0&-12,13%&10%,0%&-1%,-3.5,-9,-7%,4,-14%,-3%
CC(=O)Nc1ccccc1C(=O)C(=O)Nc1cccc(F)c1,-4,-11%,-7%,0.4,-6,-7%,1,-6%,-2%
O=C(CC1C(=O)NCCN1Cc1ccc(F)cc1)NCCN1CCCc2ccccc21 (stereo unspecified),-9,-10%,-1%,0.1,-1,0%,17,-5%,5%
C[C@@H]1COC(=O)[C@H](CC(=O)OC(C)(C)C)C/C=C\C[C@@H](CC(=O)N[C@H](CO)Cc2ccccc2)C(=O)N1,5,11%,1%,-0.4,-2,14%,12,-9%,9%
CCC(C)c1ccccc1OCCn1ccnc1 (stereo unspecified),0,0%,-6%,-4.0,0,4%,0,2%,-4%
CCOC(=O)c1csc(NC(=O)c2ccc(S(=O)(=O)N(C)C)cc2)n1,1,0%,14%,-1.7,.,-5%,-11,-11%,-7%
C=C(C)COc1ccc2c3c(c(=O)oc2c1OCC(=C)C)CCC3,-6,-12%,2%,-0.4,.,2%,-12,-12%,-7%
Brc1ccc2ncc(Br)cc2c1,4,-5%,-2%,-3.2,4,3%,?,0%,3%
CCOC(OCC)P(=O)(c1ccccc1)c1ccccc1,0,-4%,-16%,-2.8,-1,-9%,1,0%,13%
S=C(NCCc1c[nH]c2ccccc12)NC1CCCCC1,2,?,-7%,0.0,-19,10%,-3,?,-34%
Cc1nc2ccc(NC(=O)c3cccnc3)cc2s1,0,17%,0%,1.0,-8,8%,5,-6%,14%
CC(C)CC(=O)Nc1cccc(-c2nc3ccccc3[nH]2)c1,9&-24,?,-14%&-7%,-1.2,-14,17%,2,27µM*,5%
CC(=O)c1sc(NC(=O)C2CCCN2S(=O)(=O)c2ccccc2F)nc1C (stereo unspecified),-4,5%,0%,0.4,-6,2%,-2,-9%,4%
CC(C)CCNC(=O)c1ccc2c(c1)NC(=O)C(C(C)C)N2 (stereo unspecified),2,10%,3%,.,.,2%,.,.,.
O=S(=O)(Nc1cc(C(F)(F)F)ccc1N1CCOCC1)c1ccc2ccccc2c1,6,?,17%,-3.9,12,11%,?,-13%,-6%
O=C(c1cc(COc2c(F)cccc2F)on1)N1CCC(c2ccccc2F)C1 (stereo unspecified),-16,?,-4%,-3.3,9,23%,-22,-8%,-8%
Cc1ccc(C)c(OCCCC(=O)Nc2nccs2)c1,-5,?,-5%,-1.9,0,5%,-7,-14%,8%
Cc1ccc(CNC(=O)C2CCCC2)cc1,7,7%,0%,-0.3,-3,7%,-2,-8%,-3%
O=C(Nc1ccccc1)c1ccc(Nc2c([N+](=O)[O-])cc([N+](=O)[O-])c3ccccc23)cc1,-13,-12%,-1%,0.6,8,-2%,-68*,-3%,-10%
CCCCn1c(N2CCCC2)nc2c1c(=O)[nH]c(=O)n2C,5,89%[activator],-8%,0.5,-2,23%,1,-6%,13%
COC(=O)c1c(C)oc(C)c(C(=O)OC)c1=O,0,10%,17%,3.0,2,-18%,0,-2%,-1%
CC(C)CCN1CCN(Cc2cccn2-c2nccs2)CC1CCO (stereo unspecified),-11,-8%,1%,-0.6,-5,-4%,-15,3%,6%
O=C(Cc1ccccc1)NC1c2ccccc2-c2ccccc21,-6,3%,10%,-1.3,1,3%,4,-2%,0%
CCOc1ccc(CCNC(=O)Cn2c(-c3nonc3N)nc3ccccc32)cc1OCC,0,0%,-12%,-1.5,-5,-2%,35,2%,3%
CCNc1nc(Oc2ccc(Cl)cc2Cl)cc(C(F)(F)F)n1,4,0%,-11%,-2.7,0,-5%,-2,-3%,-2%
CCOc1ccc(S(=O)(=O)N2CCNC(=O)C2)cc1,2,-7%,-1%,-0.1,-1,-2%,-16,-13%,-15%
COc1cc(-c2cc(-c3nnco3)c3ccccc3n2)cc(OC)c1OC,1,39%[activator],3%,-1.4,-10,20%,16,4%,-5%
O=C(COn1nnc2ccc(S(=O)(=O)N3CCOCC3)cc21)NCc1cccc(Cl)c1,-1,4%,4%,-0.4,1,3%,5,-5%,4%
NC(=O)COc1ccc2oc(=O)cc(-c3cc4ccccc4o3)c2c1,7,55%[activator],1%,-1.7,-7,9%,5,-4%,5%[57.1 µM]
O=C(NCCCCc1ccccc1)c1cccc(NC(=O)C2CCCCC2)c1,-21,11µM*,-20%,-0.5,0,-6%,?,-22%,-2%
CC(=O)NCc1ccc(-c2csc(-c3cccs3)n2)cc1,-2,17%,-3%,1.9,7,16%,5,-8%,-5%
COc1ccc(NC(=O)CN(C)C(=O)c2sc3ccccc3c2Cl)cc1,-2,?,-22%,-0.8,9,0%,24,2%,-5%
CC(C)(C)c1csc(NC(=O)Cc2cccs2)n1,4,-2%[7.66 µM],1%[7.66 µM],3.4,?,-1%,6,-6%,-14%
COc1ccccc1N1CCN(C(=O)c2cc(N3C(=O)C4C5CCC(C5)C4C3=O)ccc2Cl)CC1 (stereo unspecified),-2,-9%,-21%,-0.1,0,10%,0,-4%,8%

# 10 compounds already listed, sorted by molecular weight, ascending:
SMILES,D3 ag,GLP1R inv ag,GLP1R cytotox,IL2 activator,PI5P4Ka inh,GLP-1R agonist,DRD3 antagonist,PLK1 PBD block,WRN inhibitor
CC(C)(C)c1csc(NC(=O)Cc2cccs2)n1,4,-2%[7.66 µM],1%[7.66 µM],3.4,?,-1%,6,-6%,-14%
CCOc1ccc(S(=O)(=O)N2CCNC(=O)C2)cc1,2,-7%,-1%,-0.1,-1,-2%,-16,-13%,-15%
O=C(Cc1ccccc1)NC1c2ccccc2-c2ccccc21,-6,3%,10%,-1.3,1,3%,4,-2%,0%
CC(=O)NCc1ccc(-c2csc(-c3cccs3)n2)cc1,-2,17%,-3%,1.9,7,16%,5,-8%,-5%
NC(=O)COc1ccc2oc(=O)cc(-c3cc4ccccc4o3)c2c1,7,55%[activator],1%,-1.7,-7,9%,5,-4%,5%[57.1 µM]
CCNc1nc(Oc2ccc(Cl)cc2Cl)cc(C(F)(F)F)n1,4,0%,-11%,-2.7,0,-5%,-2,-3%,-2%
COc1cc(-c2cc(-c3nnco3)c3ccccc3n2)cc(OC)c1OC,1,39%[activator],3%,-1.4,-10,20%,16,4%,-5%
O=C(NCCCCc1ccccc1)c1cccc(NC(=O)C2CCCCC2)c1,-21,11µM*,-20%,-0.5,0,-6%,?,-22%,-2%
CCOc1ccc(CCNC(=O)Cn2c(-c3nonc3N)nc3ccccc32)cc1OCC,0,0%,-12%,-1.5,-5,-2%,35,2%,3%
O=C(COn1nnc2ccc(S(=O)(=O)N3CCOCC3)cc21)NCc1cccc(Cl)c1,-1,4%,4%,-0.4,1,3%,5,-5%,4%

# Other records follow.
SMILES,D3 ag,GLP1R inv ag,GLP1R cytotox,IL2 activator,PI5P4Ka inh,GLP-1R agonist,DRD3 antagonist,PLK1 PBD block,WRN inhibitor
COc1ccc(C(=O)NCCS(=O)(=O)NCc2ccccc2OC)cc1,7,-20%,-7%,0.8,5,14%,21,4%,2%
Cc1cc(Cl)ccc1NC(=O)/N=C1/NC(=O)CS1,8,-13%,-5%,0.0,0,10%,3,-13%,-3%
CO[C@H]1CN(C)C(=O)c2cc(NC(=O)c3cc(C)on3)ccc2OC[C@@H](C)N(C(=O)C2CC2)C[C@H]1C,0,15%,-4%,-0.7,0,.,14,-1%,-1%
Cc1ccc(NC(=O)C2CCC(=O)N2C(=O)OCc2ccccc2)cc1 (stereo unspecified),-2,-10%,-12%,0.1,9,8%,-6,-4%,15%
Cc1ccc(S(=O)(=O)c2nnn3c2nc(N2CCOCC2)c2ccccc23)cc1C,4,55%[activator],0%,-3.6,-2,10%,6,-13%,-10%
CC(C)CN(C(=O)COC(=O)c1cc2ccccc2cc1O)c1c(N)n(Cc2ccccc2)c(=O)[nH]c1=O,-4,?,-12%,-3.6,-13,8%,-15,-2%,9%
O=C(Nc1ccn([C@H]2CC[C@@H](CO)O2)c(=O)n1)c1ccccc1,-6,1%,4%,1.3,9,4%,-29,3%,4%
COc1ccc(C(CC(=O)N2CCN(c3ccccc3)CC2)c2c(O)cc(OC)cc2OC)cc1 (stereo unspecified),-10,-28%,-4%,-0.4,2,5%,8,5%,-4%
Cc1cnc(NCCc2ccccc2)s1,0,5%,-12%,0.1,0,26%,97,-11%,4%
O=C1C(NS(=O)(=O)c2cccs2)=C(N2CCN(c3cccc(C(F)(F)F)c3)CC2)C(=O)c2ccccc21,-22,?,5%,2.3,6,-18%,-16,-16%,-6%
O=C(c1ccco1)N1CCN(C(=O)C(Cc2ccccc2)NS(=O)(=O)c2cccs2)CC1 (stereo unspecified),-1,-30%,6%,0.8,.,2%,-27,-18%,-26%
CC1Cc2cc(-c3csc(NC(=O)Cc4ccccc4)n3)ccc2N1S(C)(=O)=O (stereo unspecified),0,?,?,2.7,.,4%,12,-2%,-12%
